LYPLA2 inh = counter-screen for PME1 inhibitors: inhibitors of human LYPLA2. 320,000 tested, 0.38% active. inhibition, % at 5.9 µM. O95372. recombinant LYPLA2, FP-Rh probe fluorescence polarization;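 active = inhibition above the screen-wide mean plus 3 SD, limit set per campaign, cut at about 26% in these data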;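 note: 0% = LYPLA2 with DMSO and 100% = wells lacking LYPLA2 enzyme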
PAFAH1B3 inh = PAFAH1B3 (human) inhibition; recombinant PAFAH1B3, FP-rhodamine probe, fluorescence polarization; inhibition, % at 3.39 µM; 340,000 tested, 0.28% active; AID 492972;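 active = inhibition above the screen-wide average of all tested compounds plus 3 SD, cut at about 25% in these data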;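 note: 0% = enzyme with DMSO only and 100% = wells lacking PAFAH1B3 protein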
Target sequence (Q15102 whole entry, looked up): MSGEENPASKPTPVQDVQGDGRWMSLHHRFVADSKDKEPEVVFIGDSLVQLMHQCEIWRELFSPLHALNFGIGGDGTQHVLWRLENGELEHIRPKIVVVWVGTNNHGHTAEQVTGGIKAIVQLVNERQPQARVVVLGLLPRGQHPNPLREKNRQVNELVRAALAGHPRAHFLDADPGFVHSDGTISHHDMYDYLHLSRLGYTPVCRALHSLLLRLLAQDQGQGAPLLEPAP
PREPL inhibitor = inhibitors of human prolyl oligopeptidase-like enzyme PREPL | 320,000 tested, 0.68% active | recombinant PREPL, fluorescence polarization activity-based probe | inhibition, % at 5.96 µM | Q4J6C6; in the data active = inhibition above about 43%;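 note: 0% = enzyme with DMSO and 100% = wells lacking enzyme; many of its hits are not listed in these tables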
Target sequence (Q4J6C6 whole entry, looked up): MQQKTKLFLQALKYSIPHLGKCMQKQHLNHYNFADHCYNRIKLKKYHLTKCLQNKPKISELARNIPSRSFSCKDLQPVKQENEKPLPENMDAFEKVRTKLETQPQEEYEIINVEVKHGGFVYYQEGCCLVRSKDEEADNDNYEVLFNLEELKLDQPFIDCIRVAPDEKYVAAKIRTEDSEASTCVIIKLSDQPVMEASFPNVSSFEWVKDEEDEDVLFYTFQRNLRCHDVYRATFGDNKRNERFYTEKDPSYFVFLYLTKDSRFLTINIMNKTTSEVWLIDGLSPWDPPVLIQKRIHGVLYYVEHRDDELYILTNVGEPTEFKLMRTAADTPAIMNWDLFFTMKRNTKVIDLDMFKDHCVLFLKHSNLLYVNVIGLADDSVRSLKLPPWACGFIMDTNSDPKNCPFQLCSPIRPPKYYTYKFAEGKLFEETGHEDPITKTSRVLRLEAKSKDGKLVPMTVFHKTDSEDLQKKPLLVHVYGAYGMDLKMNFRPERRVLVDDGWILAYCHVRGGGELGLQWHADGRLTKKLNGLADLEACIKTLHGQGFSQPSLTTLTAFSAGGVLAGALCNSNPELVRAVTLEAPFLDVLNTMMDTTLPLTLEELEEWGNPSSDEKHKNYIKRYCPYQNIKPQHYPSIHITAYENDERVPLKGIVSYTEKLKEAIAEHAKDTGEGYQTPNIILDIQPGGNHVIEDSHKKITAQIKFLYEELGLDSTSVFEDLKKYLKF
GSTO1 counter = counter-screen for RBBP9 inhibitors: inhibitors of human GSTO1 | inhibition, % at 5.96 µM | P78417 | 300,000 tested, 1.1% active | recombinant GSTO1, activity-based probe fluorescence polarization;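 active = inhibition above the campaign mean inhibition plus 3 SD, cut at about 35% in these data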;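 note: 0% = GSTO1-1 with DMSO and 100% = wells lacking GSTO1-1 enzyme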
PAD4 FP inh = inhibitors of human PAD4. Q9UM07. recombinant PAD4, RCA probe fluorescence polarization. inhibition, % at 6.36 µM. 330,000 tested, 0.41% active;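 active = percent inhibition above a cutoff equal to the mean of all tested compounds plus 3 SD, cut at about 15% in these data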;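 note: 0% = PAD4 with RCA probe and DMSO and 100% = probe without PAD4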
PME-1 primary = blocks human protein phosphatase methylesterase 1; AID 2130; Q9Y570; 320,000 tested, 0.53% active; recombinant PME-1, FP-Rh probe fluorescence polarization; inhibition, % at 5.9 µM;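 active = inhibition above the campaign mean of all compounds plus 3 SD, cut at about 26% in these data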;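 note: competitive labeling of PME-1 active site by serine hydrolase directed probe; 0% = PME-1 with DMSO and 100% = wells lacking PME-1 enzyme; inhibitors block probe labeling so polarization falls and inhibition rises; many of its hits are not listed in these tables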
PAFAH1B2 FP inh = PAFAH1B2 (human) inhibition; P68402; inhibition, % at 3.39 µM; 340,000 tested, 1.2% active; recombinant PAFAH1B2, FP-rhodamine activity probe, fluorescence polarization; AID 492953;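 active = inhibition above the mean of all tested compounds plus 3 SD, cut at about 24% in these data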;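 note: 0% = enzyme with DMSO and 100% = wells lacking PAFAH1B2; many of its hits are not listed in these tables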
LYPLA1 counter = blocks human lysophospholipase 1, a PME1 counter-screen; 320,000 tested, 0.16% active; O75608; inhibition, % at 5.9 µM; recombinant LYPLA1, FP-Rh probe fluorescence polarization;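 active = inhibition above the mean of all tested compounds plus 3 SD, set per campaign, cut at about 14% in these data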;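 note: inhibitors block serine hydrolase probe labeling of LYPLA1 so polarization falls; 0% = enzyme with DMSO and 100% = wells lacking LYPLA1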
pPAFAH FP inh = pPAFAH (human) enzyme inhibition. recombinant pPAFAH, FP-rhodamine probe fluorescence polarization. 330,000 tested, 1.5% active. inhibition, % at 3.39 µM. AID 463082;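 active = inhibition above the mean inhibition across the screen plus 3 SD, cut at about 25% in these data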;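 note: inhibitors block binding of the rhodamine activity-based probe so polarization drops; 0% = enzyme with DMSO and 100% = wells lacking pPAFAH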
* marks the source's active call; other numbers are inactive results; . = not tested or not shown.

Short forms – A = LYPLA2 inh; B = PAFAH1B3 inh; C = PREPL inhibitor; D = GSTO1 counter; E = PAD4 FP inh; F = PME-1 primary; G = PAFAH1B2 FP inh; H = LYPLA1 counter; I = pPAFAH FP inh
> CC(=O)c1cccc(NC(=O)NCCc2c[nH]c3ccccc23)c1
  A: -5	B: 6	C: 1	D: 7	E: 4	F: 3	G: 4	H: 1	I: -1

> CCc1cc2c(=O)[nH]c(-c3ccncc3)nc2s1
  A: 7	B: -3	C: 1	D: -36	E: 9	F: 1	G: 5	H: 1	I: -1

> CC(C)c1ccc(CN2CCN(C(=O)CSc3nnnn3C3CC3)CC2)cc1
  A: 16	B: 2	C: 31	D: .	E: 3	F: 0	G: 0	H: 2	I: 5

> O=C(NCc1ccccc1F)C1CCCN(C(=O)Nc2ccccc2)C1 (configuration not stated)
  A: 2	B: 0	C: 6	D: 0	E: 4	F: 3	G: 8	H: 4	I: 2

> Cc1csc(=O)n1CCC(=O)OCc1nnc(-c2ccccc2)o1
  A: 10	B: 6	C: -1	D: -4	E: -1	F: -2	G: -5	H: 4	I: 8

> Cc1c(/C=N/NC(=O)c2cccnc2)c2ccccc2n1Cc1ccccc1
  A: 0	B: .	C: 29	D: 3	E: -18	F: 8	G: .	H: 3	I: 12

> O=C(CC(c1ccccc1)c1ccccc1)Nc1ncn[nH]1
  A: -1	B: 3	C: -17	D: 6	E: -2	F: 0	G: 3	H: 0	I: -1

> O=C1CC(Nc2ccc(N3CCOCC3)cc2)C(=O)N1c1ccccc1 (configuration not stated)
  A: -6	B: -6	C: 7	D: 1	E: 7	F: -3	G: 5	H: 2	I: 17

> COc1ccc(OC)c(S(=O)(=O)NCCOC23CC4CC(CC(C4)C2)C3)c1
  A: 5	B: 14	C: 1	D: 3	E: -7	F: 15	G: 1	H: 1	I: 4

> O=C(NCCS(=O)(=O)N1CCN(c2ccccc2F)CC1)c1cc(=O)c2ccccc2o1
  A: 6	B: 5	C: -9	D: -6	E: -1	F: -4	G: -2	H: 2	I: 9

2 records picked at random from the list so far:
Short forms – A = LYPLA2 inh; B = PAFAH1B3 inh; C = PREPL inhibitor; D = GSTO1 counter; E = PAD4 FP inh; F = PME-1 primary; G = PAFAH1B2 FP inh; H = LYPLA1 counter; I = pPAFAH FP inh
> COc1ccc(OC)c(S(=O)(=O)NCCOC23CC4CC(CC(C4)C2)C3)c1
  A: 5	B: 14	C: 1	D: 3	E: -7	F: 15	G: 1	H: 1	I: 4

> O=C(NCCS(=O)(=O)N1CCN(c2ccccc2F)CC1)c1cc(=O)c2ccccc2o1
  A: 6	B: 5	C: -9	D: -6	E: -1	F: -4	G: -2	H: 2	I: 9

(cont.)
Short forms – A = LYPLA2 inh; B = PAFAH1B3 inh; C = PREPL inhibitor; D = GSTO1 counter; E = PAD4 FP inh; F = PME-1 primary; G = PAFAH1B2 FP inh; H = LYPLA1 counter; I = pPAFAH FP inh
> N#CC1=C(N)OC2=C(CC/C2=C\c2ccc(F)cc2)C1c1ccc(F)cc1 (configuration not stated)
  A: -2	B: .	C: -3	D: -6	E: -8	F: -6	G: .	H: 0	I: 14

> CCS(=O)(=O)N1CCC(C(=O)Nc2ccc3c(c2)CCC3)CC1
  A: 0	B: 13	C: 2	D: 6	E: 0	F: 3	G: 1	H: -1	I: 2

> CCn1c(C)c(C(C)=O)c(N2CCN(c3ccccn3)CC2)nc1=S
  A: 7	B: -5	C: 20	D: 1	E: -1	F: 8	G: 4	H: 4	I: 4

> CC(C)COc1ccc(C(=O)NC(=S)Nc2ccc(CN3CCOCC3)cc2)cc1
  A: -3	B: 7	C: -2	D: 1	E: 3	F: -2	G: 0	H: -3	I: -4

> O=C(O)c1ccccc1C(=O)c1cccs1
  A: 3	B: -4	C: 0	D: 5	E: -31	F: -2	G: 4	H: 3	I: -4

> Cc1ccc(S(=O)(=O)NCC(=O)N/N=C/c2ccc(Cl)cc2Cl)cc1
  A: 2	B: 0	C: -40	D: -1	E: -2	F: -2	G: 4	H: 1	I: -4

> CCOc1ccc(-n2nnc3c(=O)n(C/C=C/c4ccccc4)cnc32)cc1
  A: -2	B: -12	C: -7	D: -1	E: 0	F: -6	G: 1	H: 1	I: -3

> Cc1ccc(/C=C2\CCC3=C2OC(N)=C(C#N)C3c2ccc(C)cc2)cc1 (configuration not stated)
  A: 3	B: -4	C: 6	D: 3	E: -13	F: 6	G: 0	H: 1	I: 9

> CC(=O)OC[C@H]1O[C@@H](Sc2cccc3cccnc23)[C@H](OC(C)=O)[C@@H](OC(C)=O)[C@@H]1OC(C)=O
  A: 1	B: 2	C: 2	D: 2	E: -3	F: -4	G: 4	H: -2	I: 1

> CC1(C)CC(=O)C2=C(C1)NC(=O)CC2c1cccc(F)c1 (configuration not stated)
  A: -4	B: 9	C: -4	D: 7	E: -5	F: 0	G: 6	H: 0	I: 1

3 entries out of the list, arranged by formula weight, smallest number first.
Short forms – A = LYPLA2 inh; B = PAFAH1B3 inh; C = PREPL inhibitor; D = GSTO1 counter; E = PAD4 FP inh; F = PME-1 primary; G = PAFAH1B2 FP inh; H = LYPLA1 counter; I = pPAFAH FP inh
> CCn1c(C)c(C(C)=O)c(N2CCN(c3ccccn3)CC2)nc1=S
  A: 7	B: -5	C: 20	D: 1	E: -1	F: 8	G: 4	H: 4	I: 4

> N#CC1=C(N)OC2=C(CC/C2=C\c2ccc(F)cc2)C1c1ccc(F)cc1 (configuration not stated)
  A: -2	B: .	C: -3	D: -6	E: -8	F: -6	G: .	H: 0	I: 14

> CC(C)COc1ccc(C(=O)NC(=S)Nc2ccc(CN3CCOCC3)cc2)cc1
  A: -3	B: 7	C: -2	D: 1	E: 3	F: -2	G: 0	H: -3	I: -4

Continued:
Short forms – A = LYPLA2 inh; B = PAFAH1B3 inh; C = PREPL inhibitor; D = GSTO1 counter; E = PAD4 FP inh; F = PME-1 primary; G = PAFAH1B2 FP inh; H = LYPLA1 counter; I = pPAFAH FP inh
> CC(C)(C)C1CCc2c(sc(N)c2C(N)=O)C1 (configuration not stated)
  A: -6	B: 2	C: 22	D: 4	E: -24	F: -6	G: 6	H: -4	I: 11

> COc1ccc(Br)cc1C1N2CC3(C)CN1CC(C)(C2)C3=O (configuration not stated)
  A: 5	B: 1	C: 0	D: 5	E: -3	F: 7	G: 3	H: 0	I: 4

> Cn1c(C(=O)N2CCC(C(N)=O)CC2)cc2cc(Cl)ccc21
  A: -2	B: 4	C: -7	D: 5	E: -4	F: -4	G: -2	H: 0	I: 0

> Cn1cnc([N+](=O)[O-])c1Sc1ccccc1
  A: 2	B: 1	C: -11	D: 2	E: 5	F: -4	G: 3	H: -2	I: 4

> O=C(CSc1nc2ccccc2c(=O)n1-c1ccc(F)cc1)NC1CC1
  A: -1	B: -6	C: 9	D: .	E: 2	F: 0	G: 2	H: 1	I: 1

> COc1cc(/C=C2\SC(=S)N(NC(=O)c3ccc(O)cc3)C2=O)ccc1O
  A: -227	B: -158	C: -159	D: -102	E: -36	F: -269	G: -103	H: -124	I: -72

> O=[N+]([O-])c1ccc(Nc2nc(N/N=C/c3cccc(F)c3)nc(N3CCCC3)n2)cc1
  A: -35	B: -4	C: 47*	D: 0	E: -1	F: -26	G: -4	H: -25	I: 1

> O=C(CN1C(=O)S/C(=C/c2cc(Br)cs2)C1=O)N1CCOCC1
  A: -4	B: 2	C: 14	D: 9	E: 0	F: -4	G: 1	H: 1	I: 4

> CCC(=O)N1CCc2cc(S(=O)(=O)NCCCN(CC)Cc3ccccc3)ccc21
  A: -7	B: 10	C: -4	D: 1	E: 2	F: 8	G: 1	H: -3	I: 4

> COc1cc(NC(=O)CN2CCCCCC2)cc(OC)c1
  A: -4	B: 5	C: 7	D: 0	E: -1	F: 0	G: 0	H: 2	I: 1

> CC(C)CC(c1nnnn1C(C)C)N1CCN(c2ccccc2)CC1 (configuration not stated)
  A: -2	B: 2	C: 8	D: 6	E: -3	F: -3	G: 5	H: 0	I: 4

> COc1ccccc1C(C)NC(=O)CCOc1cccc(C)c1 (configuration not stated)
  A: 4	B: 5	C: 9	D: 23	E: 0	F: 7	G: 1	H: -1	I: 5

> CCCCN(C(=O)c1cc2c(s1)CCC2)c1c(N)n(CC(C)C)c(=O)[nH]c1=O
  A: -9	B: 4	C: 6	D: .	E: 3	F: -2	G: 7	H: -1	I: 3

> c1ccc(-c2cnnc(N3CCCCC3)n2)cc1
  A: 6	B: -1	C: -1	D: 9	E: -2	F: 0	G: 3	H: 2	I: 7

> Cc1cc(NC(=O)CSc2nc(C(C)C)nc3sc4c(c23)CCCC4)no1
  A: -6	B: 7	C: -1	D: 5	E: -6	F: -2	G: -1	H: -1	I: 4

> CCOC(=O)c1c(C)[nH]c(C(=O)CN2CC(C)OC(C)C2)c1C (configuration not stated)
  A: 6	B: -3	C: 16	D: -3	E: 0	F: 1	G: -4	H: -1	I: 2

> Cn1c(=O)[nH]c(=O)c2c1nc(NCCCO)n2CCOc1ccccc1
  A: 5	B: 10	C: 7	D: 2	E: 2	F: -1	G: 6	H: 4	I: 3

> CCOc1cc(N2CCOCC2)c(OCC)cc1NC(=O)COC(=O)c1ccc(Cl)cc1N
  A: 2	B: -8	C: 20	D: .	E: -5	F: 1	G: -10	H: 2	I: -1

> O=C(O)c1ccc(Cl)c(S(=O)(=O)N2CCCCCC2)c1
  A: -4	B: 4	C: -2	D: 1	E: -2	F: -2	G: 19	H: -1	I: 3

> CCOC(=O)C1CCN(C(=O)CN2C(=O)c3cccnc3Oc3ccccc32)CC1
  A: 1	B: -6	C: -3	D: 2	E: -2	F: 3	G: -1	H: 0	I: 6

> COc1ccc[nH]c1=O
  A: 0	B: 9	C: 14	D: 3	E: 6	F: -2	G: 2	H: 2	I: 2

> O=NC1=C(c2c(O)[nH]c3ccccc23)CCCC1
  A: 8	B: 12	C: 15	D: 10	E: -2	F: 11	G: 1	H: 4	I: 7

> COc1ccccc1NC(=O)c1ccc2snnc2c1
  A: 0	B: 11	C: 11	D: 1	E: -2	F: 0	G: 0	H: -2	I: 3

> CCN(CC)CCn1nc2c3c(cccc3c1=O)-c1ccccc1-2
  A: 4	B: 2	C: 5	D: -3	E: 5	F: 7	G: 0	H: -1	I: 4

> Cc1cc(C)cc(C(=O)NC(CC(N)=O)c2ccc(N3CCN(C)CC3)c([N+](=O)[O-])c2)c1 (configuration not stated)
  A: -3	B: 4	C: 9	D: -9	E: 2	F: 0	G: -2	H: 2	I: -7

> O=C(COC(=O)CCC(=O)c1cccs1)Nc1ccc(Cl)cn1
  A: -2	B: -4	C: -6	D: 2	E: -6	F: -3	G: 5	H: 0	I: 12

> Cc1ccc(C2NS(=O)(=O)N=C2N)cc1 (configuration not stated)
  A: 6	B: -1	C: 18	D: 2	E: 0	F: -6	G: -3	H: -2	I: 2

> CCc1ccc(OCC(=O)N2CCN=C2c2ccccc2)cc1
  A: 6	B: 6	C: 12	D: 3	E: -1	F: -6	G: 18	H: 1	I: 2

> Cc1[nH]n(-c2ccccc2)c(=O)c1C=NCc1ccco1
  A: -7	B: .	C: -3	D: 1	E: 2	F: -1	G: .	H: -2	I: -1

> COc1ccc(S(=O)(=O)N(CC(=O)Nc2cccnc2)c2ccccc2OC)cc1
  A: 2	B: 3	C: 12	D: 0	E: 2	F: 3	G: 2	H: 3	I: -3

Compound activity as filed in PubChem.

Only part of the results is shown, so the mix of outcomes need not match the whole.
